Assay outcomes from PubChem.
Rev-erbA mod: modulators of Rev-erb alpha DNA binding, primary screen, biochemical, FITC-DNA, fluorescence polarization, uHTS | Nuclear receptor subfamily 1 group D member 1 (Homo sapiens), P20393 | Rev-erbα–FITC-DNA binding, 90 min | activity, % at 10 µM | hit rate 0.79% among 370,000;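 active = activity above about 14%, limit read from the data; passing the limit was not always enough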;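 also: 0% = DMSO wells with 35 nM protein and 100% = DMSO wells with 750 nM protein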
Target sequence (P20393 whole entry, looked up): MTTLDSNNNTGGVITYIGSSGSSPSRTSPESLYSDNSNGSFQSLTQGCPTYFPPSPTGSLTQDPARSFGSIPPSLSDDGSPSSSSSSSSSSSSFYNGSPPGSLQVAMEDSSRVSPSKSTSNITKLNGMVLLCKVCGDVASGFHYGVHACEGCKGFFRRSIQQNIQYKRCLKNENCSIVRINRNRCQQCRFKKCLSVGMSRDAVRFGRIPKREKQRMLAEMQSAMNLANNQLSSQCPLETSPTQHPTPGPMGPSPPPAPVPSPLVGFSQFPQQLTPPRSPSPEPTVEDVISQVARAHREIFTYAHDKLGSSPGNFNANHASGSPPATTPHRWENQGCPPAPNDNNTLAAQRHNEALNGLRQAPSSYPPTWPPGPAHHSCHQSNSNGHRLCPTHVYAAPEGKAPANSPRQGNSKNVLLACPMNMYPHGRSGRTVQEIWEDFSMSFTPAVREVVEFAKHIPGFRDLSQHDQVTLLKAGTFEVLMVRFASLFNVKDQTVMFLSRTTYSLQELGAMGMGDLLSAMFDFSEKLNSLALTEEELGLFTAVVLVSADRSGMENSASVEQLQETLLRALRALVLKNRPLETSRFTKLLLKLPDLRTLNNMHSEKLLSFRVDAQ
TDP2 absorb: human TDP2 enzyme inhibitors, primary screen, biochemical, epi absorbance, recombinant enzyme. Tyrosyl-DNA phosphodiesterase 2 (Homo sapiens), O95551. T5PNP hydrolysis, p-nitrophenol absorbance 415 nm. inhibition, % at 12.8 µM. hit rate 0.34% among 370,000. AID 720702, 2013;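 active = inhibition above the mean of all tested compounds plus 3 SD, set per campaign, cut at about 25% in these data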;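 also: 0% = DMSO with enzyme and 100% = buffer with substrate but no TDP2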
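Test system: Human TDP2 enzyme | Reagent: 5 mM T5PNP | Compound dosing: 12.8 µM single point, 1% DMSO | Incubation: Enzyme reaction with compound for 2 h at 37 °C | Technique: p-Nitrophenol epi absorbance | Read-out: % inhibition relative to enzyme-containing and enzyme-free wells | Benchmarks: High control without enzyme, low control DMSO plus TDP2 | Replicates: Singlicate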
PG9 binder: binders of HIV-1 gp120 antibody PG9, primary screen, biochemical, TR-FRET. inhibition, % at 6.7 µM. TR-FRET gp120-PG9 antibody binding. AID 624416, 2012. hit rate 0.43% among 360,000. HIV-1 gp120 / PG9 antibody interaction; in the data active = inhibition above about 8.5%
rCAG RNA binder: binders of r(CAG) RNA repeats, primary screen, biochemical, fluorescence; r(CAG) RNA repeat, TO-PRO-1 dye displacement fluorescence; AID 651821, 2012; inhibition, % at 3 µM; hit rate 1.3% among 370,000;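 active = inhibition above the plate cutoff, the mean of all test compounds on that plate plus 3 SD, cut at about 35% in these data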;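 also: 0% = DMSO alone and 100% = 100 µM mitoxantrone as full dye displacement; higher means more dye released from RNA so lower well fluorescence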
TCR CD3 inh: inhibitors of human TCR-CD3 interaction, primary screen, biochemical, fluorescence, TAMRA-labeled TCR probe; T-cell receptor (TCR); inhibition, % at 9.4 µM; hit rate 0.37% among 360,000; AID 651800, 2012; in the data active = inhibition above about 19%;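 also: recombinant mutant TCR 2C K166C tagged with TAMRA read by polarization; 0% = receptor in buffer alone and 100% = receptor with positive control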
PRMT1 FP inh: PRMT1 methyltransferase inhibitors, primary screen, biochemical, fluorescence polarization | recombinant PRMT1, activity-based probe fluorescence polarization | inhibition, % at 2.79 µM | hit rate 1.3% among 370,000;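 active = inhibition above about 21% made by adding two undisclosed values, limit read from the data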
LEDGF integ inh: blockers of LEDGF/p75-dependent integrase strand transfer – biochemical, TR-FRET, high throughput, primary screen; inhibition, % at 3.7 µM; hit rate 0.64% among 370,000; TR-FRET IN-LEDGF/p75 DNA integration, Eu/Cy5;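 active = inhibition above the screen-wide mean plus 3 SD, cut at about 13% in these data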;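 also: signal is the Cy5 over europium emission ratio at 671 and 618 nm; 0% = plate median of compound wells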
HTRA1 inh: HTRA1 serine protease inhibitors, primary screen, biochemical, fluorescence polarization, HTS. recombinant HTRA1, FP-rhodamine activity-based probe. AID 504803, 2011. hit rate 0.5% among 340,000. inhibition, % at 5.96 µM. Q92743; in the data active = inhibition above about 36%;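 also: 0% = enzyme with DMSO and 100% = wells lacking enzyme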
SIAE primary: human SIAE inhibitors, primary screen, biochemical, fluorescence polarization, FP-Rh probe, 1536-well HTS; inhibition, % at 9.66 µM; Sialate O-acetylesterase (Homo sapiens), Q9HAT2; hit rate 0.69% among 370,000; SIAE FP-Rh probe binding; AID 1053197, 2014;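 active = inhibition above a cutoff: mean of compounds within the control limits plus 3 SD of those, cut at about 17% in these data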;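 also: 0% = plate median of compound wells and 100% = probe without SIAE protein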
mABHD4 FP: ABHD4 inhibitors, primary screen, biochemical, fluorescence polarization, mouse; (Lyso)-N-acylphosphatidylethanolamine lipase (Mus musculus), Q8VD66; purified mABHD4, FP-Rh probe fluorescence polarization; inhibition, % at 8.92 µM; hit rate 0.54% among 370,000; AID 720543, 2013;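 active = inhibition exceeding the mean over every tested compound plus 3 SD, cut at about 30% in these data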;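 also: 0% = plate median of compound wells and 100% = S159A mutant with DMSO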
Target sequence (Q8VD66 whole entry, looked up): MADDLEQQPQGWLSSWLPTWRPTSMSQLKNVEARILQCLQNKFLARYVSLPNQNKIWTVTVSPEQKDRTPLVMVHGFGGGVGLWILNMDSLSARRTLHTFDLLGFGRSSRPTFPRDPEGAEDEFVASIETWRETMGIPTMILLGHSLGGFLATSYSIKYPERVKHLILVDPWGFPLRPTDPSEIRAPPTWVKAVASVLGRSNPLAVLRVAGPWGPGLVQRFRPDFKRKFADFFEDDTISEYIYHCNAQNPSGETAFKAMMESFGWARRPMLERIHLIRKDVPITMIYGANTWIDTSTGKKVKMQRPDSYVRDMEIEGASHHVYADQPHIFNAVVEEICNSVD
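Assay system: mouse ABHD4 enzyme, wild type / Also added: fluorescent activity-based probe FP-Rh / Doses: single nominal dose of 8.92 µM, 0.89% DMSO final / Timing: 45 min compound pre-incubation plus 60 min probe step, 25 °C / Signal: FP readout, ex 525 nm / em 598 nm / Control set: S159A mutant/DMSO as 100%, compound-well median as 0%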
Active calls of the source: *; · = no result given; & = joins results of further samples. Only part of the results is shown, so the mix of outcomes need not match the whole.

SMILES | Rev-erbA mod | TDP2 absorb | PG9 binder | rCAG RNA binder | TCR CD3 inh | PRMT1 FP inh | LEDGF integ inh | HTRA1 inh | SIAE primary | mABHD4 FP
O=C(Cn1nnc(-c2ccccc2F)n1)Nc1ccc2c(c1)OCO2 | -1 | -7 | -2.2 | 3 | -6 | -5 | 0 | 0 | 9 | -4
C=CCOc1ccccc1/C=N/NC(=O)Cc1ccc(C)cc1 | -3 | 5 | -2.6 | -5 | 5 | 1 | 0 | -33 | -2 | -1
COc1ccc(CN2C(=O)c3c(c(C)n(C)c3C)C2C(=O)NC2CCC(C)CC2)cc1 (configuration not stated) | -3 | 9 | 0.1 | -6 | -2 | 4 | -3 | 5 | 0 | 5
CCCCC1C(=O)N(c2ccccc2)N(c2ccc(O)cc2)C1=O (configuration not stated) | -5&1 | 1 | -2.0 | 9 | 11 | 21 | -1 | -5 | 2 | 7
CCOc1ccc(OCc2cccc(C(=O)N3CCCCCC3)c2)cc1 | -3 | 2 | 0.0 | -4 | -1 | 2 | -1 | -3 | 0 | 3
COC(=O)c1c(C)[nH]c(C(=O)C(C)OC(=O)C2CC2)c1C (configuration not stated) | 6 | 5 | 0.3 | 1 | 2 | 0 | 5 | -2 | -9 | 5
CC(=O)OCCCn1c(C)[n+](C)c2cc(Cl)c(Cl)cc21 | 1 | 5 | -0.7 | -2 | 1 | 7 | -4 | -15 | -4 | 2
CC(C)C[C@@H]1NC(=O)[C@@H]2CSCCS(=O)(=O)N2C1=O | 0 | 4 | 1.2 | 0 | 0 | -2 | 1 | · | 4 | -2
COc1cccc(CNC(=O)c2ccccc2SCC(=O)N2CCCC2)c1 | -5 | -15 | 0.2 | 2 | -3 | 2 | 8 | -1 | -9 | -9
Nc1cc2c(cc1O)CCCC2 | -3 | -9 | -7.3 | 12 | 7 | 5 | 4 | 44* | 7 | 30*
CN(C(=O)Cn1cnc2ccccc2c1=O)C1CCS(=O)(=O)C1 (configuration not stated) | 6 | 10 | 1.5 | 1 | -3 | 2 | 2 | -2 | 7 | 50*
COc1cc2sc3cc(NCCCN4CCOCC4)ccc3c(=O)c2cc1OC | 1 | -4 | 0.9 | -4 | 1 | 4 | 2 | -11 | -6 | 0
Cc1ccc2c(c1)nnn2C1CCN(S(=O)(=O)c2ccc(C(=O)N3C(C)CCCC3C)cc2)CC1 (configuration not stated) | -1 | -10 | -3.3 | -1 | 6 | -2 | -3 | -22 | 4 | 2
O=C(CCS(=O)(=O)c1ccccc1F)Nc1ccc(N2CCN(Cc3ccccc3)CC2)cc1 | 1 | -17 | 0.1 | -1 | -9 | -2 | 4 | 2 | -1 | 16
COc1cccc(C(C(=O)NC2CCCCC2)N(C(=O)c2csnn2)C2CC2)c1 (configuration not stated) | 7 | 12 | -0.8 | -2 | 0 | -1 | 1 | 1 | 10 | 4
COc1ccc(-c2c(C(=O)O)c(-c3ccccc3)cn2C)cc1 | -1 | -2 | -0.2 | -2 | 4 | -1 | -3 | -5 | 3 | 2
COc1cc(C(=O)OCC(=O)Nc2cc(C)on2)cc(OC)c1OC | -4 | 3 | -2.2 | 0 | 1 | -2 | -3 | -3 | 8 | 1
Cc1cc(NC(=O)CCCOc2ccc(Cl)cc2Cl)no1 | 4 | 9 | -0.1 | 0 | 3 | 1 | 2 | -1 | -1 | 2
CCOC(=O)CNC(=O)CNC(=O)Cn1ccc2ccccc2c1=O | -3 | -7 | -0.1 | -3 | 1 | -1 | -5 | 5 | -7 | -1
Cc1ccc2nc(SCC(=O)OCc3ccccc3)nc(=O)n2c1 | 0 | 6 | 1.0 | -3 | 1 | 0 | 3 | 2 | 1 | 2
CCCCCC(=O)NNC(=S)NC(=O)c1ccc([N+](=O)[O-])cc1 | 0 | -12 | 0.7 | 2 | 1 | 13 | 4 | 0 | 0 | 0
CCCCC(=O)NC1(C(F)(F)F)NC(=O)N(C)C1=O (configuration not stated) | 7 | 3 | -1.6 | -2 | -2 | 0 | -3 | -4 | 0 | 4
CCOC(=O)C1C(=O)C=C(c2ccc([N+](=O)[O-])cc2)CC1c1ccccc1 (configuration not stated) | 0 | 0 | -3.3 | -2 | -2 | -1 | 2 | -11 | 10 | 0
COc1ccc(CN2C(=O)CN=C2Nc2ccc(C)cc2C)cc1 | 10 | -2 | 1.2 | -5 | 0 | 3 | -3 | 3 | -4 | 5
CCN(CC)C(=O)c1ccc2c(=O)n(Cc3cccc(Br)c3)c(=S)[nH]c2c1 | 33* | -11 | 2.6 | 1 | -3 | 0 | -9 | · | -9 | 5
O=[N+]([O-])c1ccc(C2NS(=O)(=O)N=C3CCCCCN32)cc1 (configuration not stated) | -3 | 2 | -1.8 | 1 | -2 | -3 | 0 | 0 | -3 | -2
COc1cc(/C=C2\C(=O)N(c3ccccc3)N=C2C)ccc1Oc1ccc([N+](=O)[O-])cc1[N+](=O)[O-] | 9 | 65* | 0.7 | 29 | 1 | 0 | 6 | -2 | 7 | -12
Cc1c(NC(=O)c2ccc(N3C(=O)C4C5C=CC(C5)C4C3=O)cc2)c(=O)n(-c2ccccc2)n1C (configuration not stated) | 9 | 3 | -0.3 | -2 | 3 | 1 | -4 | 6 | 2 | 0
C[C@@H]1CC=C[C@H]2[C@H]1C(=O)N(Cc1ccccc1)[C@H]2c1ccc(C(F)(F)F)cc1 | 1 | 5 | -0.4 | -3 | -5 | 4 | 1 | -32 | -7 | -4
COc1ccccc1OCC(=O)Nc1cccc(S(=O)(=O)NC2=NCCCCC2)c1 | -6 | -9 | -1.4 | -1 | 1 | -3 | 1 | 4 | -4 | 1
O=C(NCCCc1ccccc1)OC1CC2CC1[C@H]1CCCCN1C2 (some centres not stated) | -5 | 9 | · | 6 | · | -3 | -6 | · | 11 | 3
COc1ccc(C)cc1NC(=O)C1CCN(C(=O)C2CC(=O)N(c3ccc(C)cc3)C2)CC1 (configuration not stated) | 0 | 4 | -0.5 | -3 | 7 | -3 | 3 | 5 | -1 | -1
COc1ccc(NS(=O)(=O)c2cc(NC(=O)CC3CCCC3)ccc2N2CCOCC2)cc1 | 2 | -3 | 0.8 | 1 | -1 | 0 | -2 | -16 | 2 | 1
O=C(NC1CCS(=O)(=O)C1)c1cccc(S(=O)(=O)N2CCCCCC2)c1 (configuration not stated) | 0 | 8 | 0.7 | -2 | 5 | -4 | 3 | 2 | 2 | 1
CCOC(=O)C1CCN(C(=S)Nc2ccc(C)cc2)CC1 | 0 | 17 | -0.1 | 1 | 4 | 0 | 4 | -6 | 3 | -2
COc1ccc(C(=O)NC(=S)N2CCNC(=O)C2CC(=O)OC(C)C)cc1 (configuration not stated) | -2 | 11 | -0.1 | 0 | 10 | -1 | 6 | 6 | -4 | 2
CCCC(=Nc1ccccc1)C1=C(O)C(C(=O)OC)C(C)(C)CC1=O (configuration not stated) | -4 | -9 | -0.3 | -2 | 3 | 0 | 0 | 5 | 0 | 6
COc1cc(C(=O)N2CCC(NC(=O)C(Cc3ccccc3)NC(C)=O)CC2)cc(OC)c1OC (configuration not stated) | -1 | 2 | 2.1 | -2 | -3 | 1 | -2 | 6 | 0 | 10
O=C(Nc1c[nH]c(=O)[nH]c1=O)c1ccc([N+](=O)[O-])cc1 | 7 | 5 | 1.8 | 10 | -5 | 3 | -1 | 1 | 0 | 2
CCOC(=O)N1CCN(C(=O)CCC(=O)N2CCOc3ccc(C)cc32)CC1 | -2 | 3 | 0.4 | -6 | -1 | 0 | -3 | 3 | -6 | 4

Structures shown so far that have an aryl thioether with sulfur outside any ring, in the order listed:
SMILES | Rev-erbA mod | TDP2 absorb | PG9 binder | rCAG RNA binder | TCR CD3 inh | PRMT1 FP inh | LEDGF integ inh | HTRA1 inh | SIAE primary | mABHD4 FP
COc1cccc(CNC(=O)c2ccccc2SCC(=O)N2CCCC2)c1 | -5 | -15 | 0.2 | 2 | -3 | 2 | 8 | -1 | -9 | -9
Cc1ccc2nc(SCC(=O)OCc3ccccc3)nc(=O)n2c1 | 0 | 6 | 1.0 | -3 | 1 | 0 | 3 | 2 | 1 | 2

(listing goes on)
SMILES | Rev-erbA mod | TDP2 absorb | PG9 binder | rCAG RNA binder | TCR CD3 inh | PRMT1 FP inh | LEDGF integ inh | HTRA1 inh | SIAE primary | mABHD4 FP
OCC[C@H]1C[C@H](O)[C@@H](O)[C@]2(CCCc3ccccc3O2)O1 | -1 | -12 | -1.4 | 2 | -9 | -2 | -2 | -2 | -2 | -9
O=C(Cc1c(O)c2ccccc2[nH]c1=O)N(Cc1ccccc1)Cc1ccccc1 | -5 | -13 | -2.4 | 5 | 3 | 1 | 1 | 2 | 2 | -5
COC(=O)c1ccccc1NC(=O)C/C(C)=N/NC(=O)Cc1ccc(Cl)cc1 | 5 | 5 | 0.0 | 5 | 4 | 1 | -4 | 1 | 1 | -2
O=C(Nc1cccc(Cl)c1N1CCOCC1)c1cccs1 | 3 | 3 | -1.0 | -4 | 3 | -1 | 5 | -6 | -3 | -10
Cc1cccc(C)c1NC(=O)CSc1nc(-c2ccco2)cc(C(F)(F)F)n1 | 5 | 8 | 2.6 | -2 | -2 | -2 | 3 | 6 | -3 | 5
CCc1ccc(NC(=O)C(CC)c2ccccc2)cc1 (configuration not stated) | -4 | -1 | -0.5 | -2 | 2 | 1 | -1 | -7 | -4 | -13
COc1ccc(CNC(=O)CN2C(=O)NC(Cc3ccccc3)(c3ccccc3)C2=O)cc1OC (configuration not stated) | -1 | 2 | 0.6 | 1 | -8 | 4 | -3 | -28 | 2 | 3
COc1ccccc1C(=O)N/C(=C/c1ccc(Br)cc1)C(=O)N1CCCC1 | -4 | -10 | -1.0 | -2 | 0 | 2 | -7 | 2 | -4 | 6
O=C(CN1C(=O)/C(=C/c2ccccc2)SC1=S)NNC(=O)c1ccccc1O | 0 | 7 | 2.6 | 9 | 18 | 4 | -3 | 55* | 2 | -1
CC(C)CCNC(=O)C12CN(Cc3ccccc3)CC1C(c1cccc([N+](=O)[O-])c1)=NO2 (configuration not stated) | 5 | -2 | 2.2 | 10 | -8 | 0 | 0 | -9 | 0 | -4
Cc1c(O)nc(SCC(=O)Nc2nccs2)n(-c2ccccc2F)c1=O | 0 | -8 | -0.9 | -2 | 8 | 28* | -1 | 1 | 3 | 6
